# S2 tox = Viability Counterscreen for Primary qHTS for Inhibitors of ATXN expression. S2 cells (HEK-293 line with an ATXN2-luciferase reporter) viability, CellTiter-Fluor protease fluorescence, 24 h. Potency, µM (highest dose often 56.7 µM), most hits filed as cytotoxic. 400,000 compounds, 0.49% hits; note: potency is the fitted concentration of half-maximal effect; nearly all actives have a fitted effect of over 40% in size
# IL-1B inflam inh = qHTS for Inhibitors of Inflammasome Signaling: IL-1-beta AlphaLISA Primary Screen. THP-1 LPS/ATP IL-1B secretion, AlphaLISA, 16 h; hits give low values. activity change, % at 57.5 µM. 360,000 compounds, 4.7% hits. AID 743279, 2014; in the data active = activity change below about -50%; inconclusive = mostly about -30% to -49%; note: % is set by controls: 0 for no effect and ±100 for the full control effect
#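 THP-1 cells pretreated 1 hr with compounds (up to 57.5 uM final), then stimulated with LPS (250 ng/mL final) plus ATP (1.25 mM final); secreted IL-1B measured by AlphaLISA after 16 hr, decreased signal indicating inhibition.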
# SW480 rereplic = A quantitative high throughput screen for small molecules that induce DNA re-replication in SW480 colon adenocarcinoma cells. SW480 DNA re-replication, Hoechst DNA content imaging, 48 h. 340,000 compounds, 1.8% hits. Potency, µM (highest dose often 46.1 µM), for inactives: top-dose re-replication activation, most hits filed as activators. AID 624297, 2012; note: potency is the fitted concentration of half-maximal effect; % of control where 0% means no effect; nearly all actives have a fitted effect of over 55% in size
#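 250 cells/well; 23 nL cpd via pin tool; 48 hr, 37 C, 5% CO2; Hoechst 40 min; imager read of total nuclear intensity, ex 405/em 500-530 nm.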
# HT1080 IDH1KD tx = qHTS for induction of synthetic lethality in tumor cells producing 2HG: qHTS for the HT-1080-IDH1KD cell line; HT-1080 IDH1 knockdown viability, ATP luminescence, 48 h; Potency, µM (series often up to 46.1 µM), for the others: at the highest dose activity, negative = toxicity, actives largely listed as cytotoxic; 360,000 compounds, 2% hits; AID 686971, 2013;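 note: potency is the fitted concentration of half-maximal effect; 0% = DMSO wells and -100% = cell-free medium wells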
#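 In this qHTS, HT-1080 cells depleted of IDH1 are exposed for 48 h at 37 °C to compound titrations. Toxicity is scored from CellTiter-Glo luminescence, with DMSO as full viability and medium alone as none.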
# MCF10A rereplic = A quantitative high throughput screen for small molecules that induce DNA re-replication in MCF 10a normal breast cells | MCF 10A DNA re-replication, Hoechst nuclear intensity, 48 h | Potency, µM (top dose mostly 46.1 µM), without a hit: at the highest dose activity, positive = re-replication, hits mostly activators | AID 624296, 2012 | 350,000 compounds, 2.9% hits; note: potency is the fitted concentration of half-maximal effect; % of control where 0% means no effect; nearly all actives have a fitted effect of over 50% in size
# ATXN2 expr inh = Primary qHTS for Inhibitors of ATXN expression | HEK-293 ATXN2-luciferase reporter, luminescence, 24 h | Potency, µM (top dose mostly 57 µM), for the others: at the highest dose activity change, negative = inhibition, hits mostly inhibitors | 360,000 compounds, 0.72% hits | AID 1745845, 2022; note: potency is the fitted concentration of half-maximal effect; % is set by controls: 0 for no effect and ±100 for the full control effect; nearly all actives have a fitted effect of over 55% in size
#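 ATXN2-luciferase reporter cells (luciferase flanked by upstream and downstream ATXN2 gene portions) were treated 24 h at 37 °C with compounds at up to 57 uM. SteadyGlo luminescence gave expression; GF-AFC fluorescence gave viability.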
# KB-3-1 cytotox = qHTS assay for MDR1-selective chemotherapeutics: Primary screen using the parental adenocarcinoma cell KB-3-1; KB-3-1 viability, CellTiter-Glo ATP luminescence, 72 h; Potency, µM (doses to about 46.1 µM), without a hit: top-dose activity change, negative = cytotoxic, usual class: cytotoxic; 400,000 compounds, 1.4% hits; note: potency is the fitted concentration of half-maximal effect; % is set by controls: 0 for no effect and ±100 for the full control effect; nearly all actives have a fitted effect of over 60% in size
#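 72 h, 37 °C compound treatment of KB-3-1 parental cells; CellTiter-Glo added, 10 min, luminescence read. Data corrected against DMSO-only plates and normalized before curve fitting.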
# HT1080-NT tox = qHTS for induction of synthetic lethality in tumor cells producing 2HG: qHTS for the HT-1080-NT fibrosarcoma cell line; Potency, µM (titrated, usually from 46.1 µM), for the others: top-dose activity, negative = less viability, usual class: cytotoxic; 360,000 compounds, 1.6% hits; HT-1080-NT fibrosarcoma viability, CellTiter-Glo ATP luminescence, 48 h; AID 686970, 2013;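 note: NT is the 2HG producing partner of a matched IDH1 knockdown line; potency is the fitted concentration of half-maximal effect; 0% = DMSO-treated cells and -100% = media-only wells without cells; nearly all actives have a fitted effect of over 55% in size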
#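 Toxicity toward the 2HG-producing NT line was scored as %Activity, normalised to DMSO and no-cell wells, from CellTiter-Glo luminescence after 48 hours' treatment.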
# HepG2 viability = qHTS for Inhibitors of TGF-b: Cytotox Counterscreen; HepG2 CAGA-GFP viability, ATP luminescence, 18 h; Potency, µM (highest dose often 46.1 µM), inactives show top-dose activity change, negative = cytotoxicity, actives largely listed as cytotoxic; 410,000 compounds, 0.76% hits; note: potency is the fitted concentration of half-maximal effect; some results filed as inactive show a strong effect at the top dose
#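 CellTiter-Glo luminescence gave cytotoxicity after 18 hours at 37 degrees C. The cells were HepG2 CAGA-GFP in 1% FBS DMEM, stimulated with 500 pg/mL TGF-beta after compound addition. %Activity was normalised to no-cell wells (complete cell-killing) and DMSO (no toxicity), and curves were fitted and classified.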
# Starred values were filed as active, the others as inactive; i = inactive; u = inconclusive; x = no result given; ! = not confirmed by another sample; [ ] = another dose, or the depositor's remark. Unless noted, calls come from the whole dose curve; as a rule, active = well fitted curve in the direction sought with a large enough effect; inconclusive = small, poorly fitted or top-dose-only effect, or another doubt; inactive = no such curve, though single readings can be large; an effect the other way counts as inactive or inconclusive.
[1] O=C(O)c1cc(-c2ccc3c(c2)OCO3)nc2ccc(Cl)cc12
[2] COc1cc(C)nc(N(C)C(C)=O)n1
[3] N#Cc1ccc(Oc2ccc(S(=O)(=O)N3CCCC3)cn2)cc1
[4] N=C1c2c(cc(=O)n3c2[nH]c2ccccc23)CN1CCN1CCOCC1
[5] CCC1Oc2ccccc2N(CC(=O)NCCC2=CCCCC2)C1=O (configuration not stated)
[6] Cc1ccc(Nc2c(-c3ccc(C)cc3)nc3cnccn23)cc1
[7] CCn1nc(C)c(/C=N/NC(=O)CSc2ccccn2)c1C
[8] CC1(C)CC(=O)C2=C(C1)Nc1nc(SCCN3CCOCC3)[nH]c(=O)c1C2c1cccs1 (configuration not stated)
assay / compound	1	2	3	4	5	6	7	8
S2 tox	i	i	i	x	u	i	i	u
IL-1B inflam inh	i	9	4	11	-17	x	6	0
SW480 rereplic	u	-4%	-61%[inhibitor]	u	-5%	x	u	-3%
HT1080 IDH1KD tx	-22%	8%	-3%	5%	-7%	x	14%	3%
MCF10A rereplic	u	u	1%	u	-5%	x	u	1%
ATXN2 expr inh	11%	-4%	-10%	x	2%	-19%	47%[activator]	3%
KB-3-1 cytotox	-9%	10%	-2%	21%	0%	5%	-1%	12%
HT1080-NT tox	-17%	2%	-8%	11%	-1%	x	11%	0%
HepG2 viability	10%	-18%	0%	12%	-6%	-52%	4.5µM*	6%

[9] CCOC(=O)CNC(=O)C1(/C=C/c2ccccc2)CC(=O)N1c1ccc(C)cc1 (configuration not stated)
[10] COc1ccc(NC(=O)CN(C)C(=O)Cc2ccc3c(c2)CCC3)cc1
[11] COC(=O)c1cccc(CC2(C)C(=O)Nc3ccc(OC(F)(F)F)cc32)c1 (configuration not stated)
[12] CCCc1cc(=O)[nH]c(SCC(=O)N(C)CC(=O)Nc2ccc(F)cc2)n1
[13] COC(=O)c1ccc(NC(=O)c2ccco2)cc1
[14] Cc1ccc(NC(=O)c2ccccc2O)cc1
[15] Cc1ccc(NC(=O)NNC(=O)c2cc3ccccc3cc2O)c(C)c1
[16] c1ccc(Nc2nc(N3CCOCC3)c3ccccc3n2)cc1
assay / compound	9	10	11	12	13	14	15	16
S2 tox	i	i	i	i	u	i	i	i
IL-1B inflam inh	29	27	12	27	-10	-6	0	-109*
SW480 rereplic	-4%	-2%	x	-2%	-12%	-13%[9.22 µM]	-8%	-2%
HT1080 IDH1KD tx	-23%	0%	u	4%	-1%	u	-12%	-23%
MCF10A rereplic	3%	-1%	x	-1%	-2%	13%	-12%	u
ATXN2 expr inh	0%	-7%	-30%	-15%	23%	79%[activator]	8%	-18%
KB-3-1 cytotox	u	14%	-22%	-1%	-4%	-1%	8%	-15%
HT1080-NT tox	-25%	1%	-14%	5%	3%	u	0%	-24%
HepG2 viability	-14%	3%	-36%	-3%	6%	-45%	-22%	1%

[17] COc1ccccc1C(=O)OCc1ccc2sc(C)nc2c1
[18] COc1ccc2cc(Br)ccc2c1CC(=O)NC1CC(C)(C)NC(C)(C)C1
[19] CCOc1ccccc1CNC(=O)C1CCN(c2nnc(C)c3c(C)n(-c4ccc(C)cc4)nc23)CC1
[20] CCCCOc1ccc(N=Nc2ccc(N)nc2N)cn1
[21] COc1cc2c(cc1OC)CN(C(=O)CCc1c[nH]c3ccccc13)[C@H](C(=O)O)C2
[22] CC(=O)N1CCc2cc(Br)cc(S(=O)(=O)CCC(=O)Nc3ccc(C)cc3Cl)c21
[23] CC(c1ccccc1)N(NC(=O)C(O)(c1ccccc1)c1ccccc1)C(=O)c1ccccc1 (configuration not stated)
[24] O=C(NCCCn1ccnc1)/C(=C\c1cccnc1)NC(=O)c1ccccc1F
assay / compound	17	18	19	20	21	22	23	24
S2 tox	i	i	x	i	u	i	i	i
IL-1B inflam inh	-16	-66*	-96*	1	10	x	71	4
SW480 rereplic	3%	u	u	1%	0%	x	u	-1%
HT1080 IDH1KD tx	27%	16µM*	13µM*	3%	0%	x	-27%	11%
MCF10A rereplic	2%	10%	23µM*	7%	-9%	x	11%	15%
ATXN2 expr inh	5%	u	u	x	x	2%	-29%	x
KB-3-1 cytotox	-31%	-21%	u	5%	9%	18%	-11%	-9%
HT1080-NT tox	4%	u	u	11%	1%	x	-12%	9%
HepG2 viability	-4%	-90%	10µM*!	2%	5%	-2%	13%	-9%

[25] CCC(=O)N1CCCc2cc(S(=O)(=O)N3CCC(C(=O)NCc4ccc(F)cc4)CC3)ccc21
[26] O=C(C1CC1)N1CCC(C(O)(c2ccccc2)c2ccccc2)CC1
[27] CC(=O)Nc1cc(-c2cccc(C(=O)NCCO)c2)cn2c(-c3ccc(F)c(Cl)c3)cnc12
[28] COc1ccc([C@@H]2[C@@H]3C(=O)N(C(C)(C)C)C(=O)[C@@H]3[C@]3(Cc4ccccc4)C(=O)N(c4ccc(C(F)(F)F)cc4)C(=O)N23)cc1
[29] N#C/C(=C\c1c(N2CCN(c3ccccc3)CC2)nc2ccccn2c1=O)S(=O)(=O)c1ccccc1
[30] CCOc1cc(N2CCOCC2)c(OCC)cc1NC(=O)c1ccc(F)c(S(=O)(=O)N2CCOCC2)c1
[31] Cc1cc2c(cc1C)C(=O)C(Br)=C(N)C2=O
[32] CS(=O)(=O)c1ccc(Cl)c(NC(=O)COC(=O)c2c(Cl)cccc2Cl)c1
assay / compound	25	26	27	28	29	30	31	32
S2 tox	i	i	i	i	i	i	i	u
IL-1B inflam inh	x	3	1	-24	-6	17	-12	34
SW480 rereplic	x	-1%	x	23%	-8%	3%	u	0%
HT1080 IDH1KD tx	x	-1%	5%	2%	12%	-3%	-15%	7%
MCF10A rereplic	x	5%	x	0%	0%	0%	u	-3%
ATXN2 expr inh	-8%	0%	17%	7%	4%	-15%	-20%	-18%
KB-3-1 cytotox	u	11%	0%	9%	-7%	1%	4%	-3%
HT1080-NT tox	x	3%	0%	2%	16%	1%	-20%	-1%
HepG2 viability	-24%	-17%	-41%	14%	-1%	0%	-20%	16%

[33] COc1cccc(CNc2nc(C(F)(F)F)nc3ccccc23)c1
[34] Cn1c(CNC(=O)c2ccccc2F)cc2ccccc21
[35] CC(=O)Nc1ccc(S(=O)(=O)NC(=O)C23CC4CC(CC(C4)C2)C3)cc1
[36] Cc1ccccc1CN1CCc2nc(Nc3ccc4c(c3)OCCO4)ncc2C1
[37] COc1cccc(-c2csc(N3CCN(C(=S)NCC(C)C)CC3)n2)c1
[38] COc1ccc(N2C(=O)CC(N3CCN(c4ccc(C(=O)c5cccnc5)cc4)CC3)C2=O)cc1 (configuration not stated)
[39] O=C(Nc1cc(Sc2ccccn2)cc([N+](=O)[O-])c1)c1ccc(Cl)cc1
[40] COc1ccccc1C(=O)COC(=O)CNC(=O)c1ccc(Br)o1
[41] COc1cc(Nc2nc3ccccc3nc2NS(=O)(=O)c2ccc([N+](=O)[O-])cc2)cc(OC)c1OC
[42] COc1ccc2c(c1)CCc1c(C(=O)Nc3ccccc3C(F)(F)F)noc1-2
assay / compound	33	34	35	36	37	38	39	40	41	42
S2 tox	i	i	i	i	i	i	i	u	u	i
IL-1B inflam inh	-81*	-2	6	x	-24	17	-66*	9	-12	x
SW480 rereplic	34%	4%	-6%	x	-28%[1.84 µM]	0%	-3%	-6%	u	x
HT1080 IDH1KD tx	u	1%	6%	x	-11%	3%	u	8%	-6%	x
MCF10A rereplic	-1%	0%	5%	x	u	5%	u	1%	22%	x
ATXN2 expr inh	u	x	1%	19%	u	3%	-1%	1%	-24%	14%
KB-3-1 cytotox	u	-2%	9%	u	5%	1%	21µM*	-4%	-28%	1%
HT1080-NT tox	23µM*	-6%	3%	x	-12%	14%	u	5%	-19%	x
HepG2 viability	-14%	-3%	-20%	-33%	-28%	-2%	-24%	0%	-23%	-4%

# Eight consecutive compounds from above:
[35] CC(=O)Nc1ccc(S(=O)(=O)NC(=O)C23CC4CC(CC(C4)C2)C3)cc1
[36] Cc1ccccc1CN1CCc2nc(Nc3ccc4c(c3)OCCO4)ncc2C1
[37] COc1cccc(-c2csc(N3CCN(C(=S)NCC(C)C)CC3)n2)c1
[38] COc1ccc(N2C(=O)CC(N3CCN(c4ccc(C(=O)c5cccnc5)cc4)CC3)C2=O)cc1 (configuration not stated)
[39] O=C(Nc1cc(Sc2ccccn2)cc([N+](=O)[O-])c1)c1ccc(Cl)cc1
[40] COc1ccccc1C(=O)COC(=O)CNC(=O)c1ccc(Br)o1
[41] COc1cc(Nc2nc3ccccc3nc2NS(=O)(=O)c2ccc([N+](=O)[O-])cc2)cc(OC)c1OC
[42] COc1ccc2c(c1)CCc1c(C(=O)Nc3ccccc3C(F)(F)F)noc1-2
assay / compound	35	36	37	38	39	40	41	42
S2 tox	i	i	i	i	i	u	u	i
IL-1B inflam inh	6	x	-24	17	-66*	9	-12	x
SW480 rereplic	-6%	x	-28%[1.84 µM]	0%	-3%	-6%	u	x
HT1080 IDH1KD tx	6%	x	-11%	3%	u	8%	-6%	x
MCF10A rereplic	5%	x	u	5%	u	1%	22%	x
ATXN2 expr inh	1%	19%	u	3%	-1%	1%	-24%	14%
KB-3-1 cytotox	9%	u	5%	1%	21µM*	-4%	-28%	1%
HT1080-NT tox	3%	x	-12%	14%	u	5%	-19%	x
HepG2 viability	-20%	-33%	-28%	-2%	-24%	0%	-23%	-4%
